Ecoli viability: counter-screen for AddAB inhibitors: E. coli growth inhibition; inhibition, % at 11.9 µM; AID 449728; E. coli V3065 growth, OD600 absorbance, 18 h; 0.27% of 330,000 active;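 active means inhibition above the campaign's mean inhibition across all tested compounds plus 3 SD, cut at about 9.9% in these data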;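 further: uninfected addAB+ strain grown without phage in ampicillin broth; 0% = DMSO wells and 100% = ciprofloxacin 0.95 µg/ml wells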
AddAB inh: less growth of phage-infected E. coli with AddAB; E. coli expressing H. pylori AddAB, absorbance growth; inhibition, % at 11.9 µM; 0.29% of 330,000 active; in the data active means inhibition above about 12%;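 further: 0% = vehicle wells of infected cells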
phage Ecoli inh: E. coli growth loss with phage present | growth absorbance | inhibition, % at 11.9 µM | 0.26% of 360,000 active; in the data active means inhibition above about 11%
CAL PDZ FP: human CAL PDZ-peptide interaction inhibition | Q9HD26 | purified CAL PDZ, TMR-peptide fluorescence polarization, 1 h | inhibition, % at 20 µM | 0.02% of 330,000 active | AID 504414;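 active means highest replicate inhibition of at least 40%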;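 further: plate controls were DMSO neutral control wells for no effect and unlabeled competitor peptide control wells for full effect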
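System: tagged CAL PDZ domain. Schedule: 1 h room-temperature incubation prior to read. Signal: fluorescence polarization (mP). Measure: percent inhibition from loss of millipolarization.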
PfHsp90 set2: inhibits growth of yeast expressing Plasmodium falciparum Hsp90 | inhibition, % at 9.4 µM | AID 504621 | S. cerevisiae expressing PfHsp90, BacTiter-Glo ATP, 48 h; yeast lacking PDR1 and PDR3 efflux regulators | 0.32% of 310,000 active;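 active means every replicate shows inhibition above about 80%, whatever the replicate mean, limit read from the data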;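 further: 0% = DMSO neutral controls and 100% = 20 µM radicicol positive controls; yeast relying on Plasmodium falciparum Hsp90 in place of its own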
DAGLB inhibitor: diacylglycerol lipase beta (human) inhibition; Q8NCG7; HEK293T DAGLB membrane lysate, EnzChek fluorogenic substrate; inhibition, % at 5.17 µM; 0.059% of 340,000 active; in the data active means inhibition above about 34%;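 further: 0% = enzyme with vehicle and 100% = wells lacking enzyme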
Target sequence (Q8NCG7 whole entry, looked up): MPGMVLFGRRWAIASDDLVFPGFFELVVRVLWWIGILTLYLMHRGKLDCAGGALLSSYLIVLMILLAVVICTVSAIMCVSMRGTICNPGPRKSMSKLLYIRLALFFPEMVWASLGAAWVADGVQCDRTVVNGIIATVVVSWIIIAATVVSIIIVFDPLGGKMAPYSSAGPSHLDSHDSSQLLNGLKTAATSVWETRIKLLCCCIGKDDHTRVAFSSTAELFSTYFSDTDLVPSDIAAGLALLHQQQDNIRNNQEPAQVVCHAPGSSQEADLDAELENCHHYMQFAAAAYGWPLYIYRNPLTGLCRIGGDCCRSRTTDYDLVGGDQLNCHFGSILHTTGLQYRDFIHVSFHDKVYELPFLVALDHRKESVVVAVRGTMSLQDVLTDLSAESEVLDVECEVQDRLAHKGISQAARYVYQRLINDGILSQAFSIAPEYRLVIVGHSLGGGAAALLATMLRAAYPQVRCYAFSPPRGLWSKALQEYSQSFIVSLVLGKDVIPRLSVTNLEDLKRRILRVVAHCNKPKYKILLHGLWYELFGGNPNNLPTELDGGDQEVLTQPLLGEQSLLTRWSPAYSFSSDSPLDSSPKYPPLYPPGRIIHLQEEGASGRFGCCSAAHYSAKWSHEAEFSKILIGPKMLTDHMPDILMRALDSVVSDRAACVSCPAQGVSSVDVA
Rtt109 HAT inh: inhibitors of Candida albicans Rtt109/Vps75 histone acetyltransferase; 0.16% of 330,000 active; purified Rtt109/Vps75, ThioGlo CoA-SH fluorescence, 4 h; Q5AAJ8; inhibition, % at 34.9 µM;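 active means inhibition of at least 50% in every replicate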
Target sequence (Q5AAJ8 whole entry, looked up): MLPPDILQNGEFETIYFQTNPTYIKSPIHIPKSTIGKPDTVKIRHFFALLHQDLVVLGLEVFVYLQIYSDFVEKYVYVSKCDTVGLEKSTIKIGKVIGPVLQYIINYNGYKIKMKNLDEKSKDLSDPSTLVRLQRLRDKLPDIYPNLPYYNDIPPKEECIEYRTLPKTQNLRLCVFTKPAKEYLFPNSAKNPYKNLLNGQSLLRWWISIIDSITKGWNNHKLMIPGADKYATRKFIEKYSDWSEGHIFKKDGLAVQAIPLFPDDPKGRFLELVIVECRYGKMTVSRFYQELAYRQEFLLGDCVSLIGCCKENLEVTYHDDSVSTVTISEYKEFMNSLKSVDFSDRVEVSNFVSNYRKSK
PvdQ acylase: blocks Pseudomonas aeruginosa PvdQ acylase activity; purified PvdQ acylase, fluorescence plate reader; AID 488965; inhibition, % at 10 µM; 0.063% of 340,000 active; in the data active means inhibition above about 30%, passing the limit was not always enough;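 further: 0% = vehicle neutral wells and 100% = reference inhibitor wells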
Wnt act: activators of Wnt/beta-catenin signaling. AID 743398. activation, % at 9.35 µM. 1.2% of 300,000 active. Wnt/beta-catenin reporter cell assay, activator, plate reader; in the data active means activation above about 30%, passing the limit was not always enough;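 further: 0% = neutral control wells and 100% = positive control wells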
Tat transport: E. coli Tat transport inhibition. E. coli MC4100 TorA-mCherry Tat export, fluorescence. inhibition, % at 10 µM. 0.036% of 340,000 active;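 active means mean replicate inhibition at least 50% and at least half of replicates individually reaching 50%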;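 further: exported cargo escapes ClpAP degradation while cytoplasmic cargo is degraded and loses fluorescence; 0% = median of neutral control wells and 100% = median of NaSCN control wells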
Numbers without * were called inactive; / = not tested or not shown; & = joins results of further samples. This is a random part of the collection; 1.9% or so of the library scored in one or more.

The line under a structure holds: AddAB inh | CAL PDZ FP | PfHsp90 set2 | DAGLB inhibitor | phage Ecoli inh | Rtt109 HAT inh | PvdQ acylase | Wnt act | Tat transport | Ecoli viability
1. CC(C)NC(=O)c1onc(CSc2cccc(F)c2)c1C(=O)O
→ 0.8 | -0.4 | -15.7 | -0.5 | 2.2 | -0.2 | -11.2 | 0.9 | -1.0 | -0.3
2. C=CCNC(=O)CN(c1ccc(F)c(Cl)c1)S(C)(=O)=O
→ 1.1 | 0.1 | 4.2 | 1.4 | / | -3.1 | -6.5 | -0.2 | -2.8 | 0.1
3. O=C(NC(NC(=O)c1ccccc1)c1ccccc1)c1ccccc1
→ 1.4 | -0.8 | 15.5 | 3.0 | 4.2 | -5.3 | 9.7 | 0.3 | 2.7 | -2.9
4. COc1cccc(CC(=O)N[C@@H](CCSC)c2nc3ccccc3[nH]2)c1
→ 4.2 | -2.2 | -11.0 | -0.5 | 0.6 | 6.9 | 5.8 | -0.4 | -5.6 | 0.3
5. Cc1cccc(C)c1N1C(=O)C2ON(c3ccccc3)C(c3ccncc3)C2C1=O (stereo unspecified)
→ -0.8 | -1.5 | / | 3.0 | 2.0 | 4.6 | -5.0 | 0.5 | 21.1 | -0.8
6. COc1ccc(OC)c(C(O)c2coc3ccc(O)c(CN(C)C)c23)c1 (stereo unspecified)
→ 3.6 | 0.2 | / | 0.9 | 3.4 | -4.4 | -10.7 | -1.0 | -0.5 | -0.5
7. CCN(CC)S(=O)(=O)c1ccc(N2CCN(C)CC2)c(NC(=O)CSCC(=O)Nc2cccc(C)c2)c1
→ 3.9 | -1.5 | / | 1.9 | 3.1 | 11.9 | 6.4 | -6.1 | 6.8 | -0.2
8. CC(=O)N1CCN(CC(=O)Nc2cc(S(=O)(=O)N3CCOCC3)ccc2C)CC1
→ 0.0 | -0.3 | / | -0.4 | -1.6 | -5.5 | 10.0 | -0.5 | -0.4 | -1.6
9. C[C@H](CO)N1C[C@H](C)[C@@H](CN(C)C(=O)NC2CCCCC2)Oc2ccc(NC(=O)Nc3ccccc3)cc2C1=O
→ 2.6 | -1.5 | 20.8 | 6.1 | 3.7 | 4.6 | 12.9 | -1.1 | 7.1 | -1.0
10. COc1ccc(-c2c(C)nn(Cc3ccccc3)c2N)cc1
→ -1.5 | / | / | 2.9 | 0.9 | -7.4 | 11.0 | / | 1.6 | -2.4
11. NS(=O)(=O)c1ccc(NC(=S)NC(=O)c2ccc3c(c2)OCO3)cc1
→ -2.6 | -1.1 | -1.3 | -2.1 | 1.4 | -0.9 | -11.6 | 17.4 | -1.8 | -1.1
12. Cc1cccc(NC(=O)N2CCC(n3nnc4cc(C)ccc43)CC2)c1
→ 1.6 | -0.5 | -24.5 | -0.7 | 1.4 | -0.5 | -10.1 | -0.5 | -1.9 | 3.4
13. COc1ccccc1C(=O)NCC(c1cccnc1)N(C)C (stereo unspecified)
→ -1.4 | 0.4 | -55.6 | 1.4 | -1.2 | 6.7 | -2.7 | / | -7.7 | -2.2
14. CCOc1cc2[nH]c(=O)n(Cc3ccc(C(=O)NCCCN4CCCC4=O)cc3)c(=O)c2cc1OCC
→ 1.1 | -2.4 | 3.7 | 1.0 | 2.2 | -2.2 | -25.8 | -2.9 | 9.6 | -1.3
15. O=C(C1CC1)N1CCN=C1SCc1ccccc1Cl
→ 2.0 | -0.7 | -0.4 | -2.6 | -0.1 | 2.2 | -2.9 | -3.8 | 16.4 | -0.4
16. Cc1cc(C(=O)Nc2ccc(N3CCCC3)c(Cl)c2)ccc1[N+](=O)[O-]
→ 5.4 | -1.2 | 11.5 | 8.1 | 4.7 | 2.8 | -11.4 | 25.5 | 6.1 | -0.8
17. O=C(Nc1ccc(F)cc1)NC1CCN(Cc2nnnn2Cc2ccco2)CC1
→ 0.1 | -0.2 | 1.9 | -0.3 | -1.2 | 1.9 | -1.0 | -0.7 | 0.5 | 0.6
18. O=S(=O)(Nc1ccc2c(c1)OCO2)c1ccccc1
→ 1.0 | -0.9 | -25.8 | -0.6 | 1.0 | 2.4 | -7.4 | / | 0.9 | -4.4
19. O=C(c1ccccc1)c1ccc(C(=O)N2CCN(c3ccccc3)CC2)cc1
→ / | -2.8 | -18.7 | -2.4 | 1.1 | -0.5 | 1.3 | 0.3 | 4.2 | /
20. CC(C)c1ccc(NC(=O)COC(=O)[C@@H]2CCCN2C(=O)c2cccs2)cc1
→ 1.5 | -0.4 | -5.3 | 2.5 | 1.5 | 10.7 | -18.1 | 0.9 | -3.4 | 0.0
21. Cc1ccc(SC(CC(=O)c2ccc(C)cc2)C(=O)O)cc1 (stereo unspecified)
→ -0.5 | -0.3 | 2.6 | 1.4 | 1.7 | -2.3 | 5.0 | 11.7 | 0.3 | -0.9
22. O=C(CSc1nnc(-c2ccccc2)c(-c2ccccc2)n1)N1CCOCC1
→ 6.2 | -0.5 | -29.3 | -0.1 | 2.4 | 8.0 | 14.9 | / | -3.2 | 2.1
23. COc1ccc2cc3cc(C(=O)N4CCCC(C)C4)oc3nc2c1 (stereo unspecified)
→ 2.0 | -2.0 | 3.9 | 2.5 | 0.8 | -3.0 | -11.3 | 32.3* | 1.2 | -1.6
24. O=C(COc1ccccc1Cl)N(Cc1ccco1)C1CCS(=O)(=O)C1 (stereo unspecified)
→ 1.9 | -2.2 | -1.4 | -4.7 | 1.6 | 0.5 | 3.6 | -4.1 | 11.9 | 0.3
25. CCOc1ccc(C(=O)Nc2ccc(NC(=O)c3ccco3)c(Cl)c2)cc1Cl
→ 5.3 | -0.5 | -21.1 | 0.4 | 4.0 | 2.7 | -28.3 | / | -3.4 | 2.6
26. CCc1c(C)[nH]n(-c2nc(-c3cccc([N+](=O)[O-])c3)cs2)c1=O
→ 1.0 | -2.6 | 23.6 | 0.5 | 2.0 | 6.3 | -8.3 | -2.3 | 1.2 | -0.3
27. C/C(=N\N1CCN(Cc2ccccc2Cl)CC1)c1ccc(F)cc1
→ -0.1 | -0.6 | 12.6 | -3.4 | 3.2 | -1.8 | -7.0 | -1.6 | 1.5 | -1.0
28. Cc1c(S(=O)(=O)N2CCN(c3ccc(F)cc3)CC2)c(=O)n(C)c(=O)n1C
→ 2.0 | -2.5 | 8.9 | 0.2 | 4.0 | 22.5 | 8.2 | -2.4 | -8.4 | 0.4
29. O=C(NCC(=O)N(c1ccccc1)C(C(=O)NCC1CCCO1)c1ccccc1)c1cccs1 (stereo unspecified)
→ 0.7 | -1.8 | 16.2 | 4.0 | 1.9 | 12.8 | -8.1 | -3.2 | -5.8 | -1.4
30. Cc1nnc(NC(=O)c2ccc(S(=O)(=O)N3CC(C)OC(C)C3)cc2)o1 (stereo unspecified)
→ 3.9 | 0.4 | 9.3 | 1.1 | 2.4 | 2.5 | -7.2 | -2.4 | 19.2 | 2.2
31. CCN(CC)CCN1C(=O)C(=O)/C(=C(/O)c2cnn(-c3ccccc3)c2C)C1c1ccc(C)o1 (stereo unspecified)
→ 1.3 | -1.0 | 13.7 | -2.2 | 2.0 | 5.5 | -6.5 | / | 16.7 | -1.9
32. CCN1CCN(Cc2ccc(NC(=O)c3ccc(C)c(/C=C/c4cnc(Nc5cc(N6CCNCC6)nc(C)n5)cn4)c3)cc2C(F)(F)F)CC1
→ 2.8 | -9.1 | 25.9 | -20.6&0.9 | / | 25.0 | -41.1 | / | 8.7 | -0.3
33. O=S1(=O)C=C(SCCN2CCCC2)c2ccccc21
→ 3.0 | -1.0 | 26.0 | -1.1 | 0.0 | -3.5 | -18.0 | 17.6 | 3.6 | -0.6
34. N#Cc1ccc(/C=C2\CCCCn3c2nc2cc(C(=O)O)ccc2c3=O)cc1
→ 1.2 | -0.5 | 33.2 | -0.2 | 0.2 | -3.8 | -8.3 | -3.0 | 0.6 | 1.9
35. COc1cnc(-c2ccccn2)nc1Sc1ccccc1Cl
→ -0.2 | -2.3 | / | 2.3 | -0.2 | 2.1 | 6.5 | -9.2 | -13.2 | -2.6
36. C/C(=N\Nc1nccnc1Cl)c1ccc(O)c(C)c1
→ 2.7 | -7.7 | -1.8 | 0.7 | -1.2 | -7.1 | 6.9 | 20.5 | 9.4 | -0.1
37. Cc1cc(NC(=O)C(C)SCC(=O)NCc2ccc(F)cc2)no1 (stereo unspecified)
→ 1.8 | -0.6 | -6.7 | -3.5 | 2.6 | 7.0 | 6.8 | -2.9 | -2.4 | 2.0
38. COc1ccc2oc(=O)c(C(=O)Nc3ccccc3O)cc2c1
→ -3.0 | 17.6 | 4.0 | 0.2 | 3.3 | -3.8 | -15.9 | 17.1 | -3.8 | -0.6
39. Cc1ccc(S(=O)(=O)N2CCC(C(=O)Nc3ccccc3N3CCCC3)CC2)cc1
→ 3.0 | -3.5 | / | -1.6 | 4.8 | 1.9 | 0.8 | -0.2 | -6.0 | -1.1
40. Cc1ccc(OCC(=O)Nc2ccc(S(=O)(=O)Nc3cc(C)nc(C)n3)cc2)c(C)c1
→ -0.5 | -1.4 | -7.4 | 1.1 | 3.0 | 3.8 | -14.3 | 1.7 | 18.8 | -1.2
41. COc1ccc(-c2cc(C(=O)Nc3cccnc3)c3ccccc3n2)cc1OC
→ -1.1 | -1.9 | -4.9 | -0.4 | 1.2 | -9.5 | -26.2 | -0.2 | 3.8 | -0.8
42. C=CCn1c(Br)nc2c1c(=O)[nH]c(=O)n2C
→ 0.5 | 0.8 | -3.2 | -0.8 | 2.6 | -4.0 | -9.3 | / | -3.8 | 2.3
43. Cc1ccc(S(=O)(=O)/N=S(/C)c2ccccc2)cc1 (stereo unspecified)
→ 1.6 | 0.5 | 4.6 | 2.7 | -0.2 | 8.4 | -17.6 | / | 1.4 | -0.5
44. CCOc1ccc(C(CCc2ccccc2)NC(=O)c2ccccc2)cc1OCC (stereo unspecified)
→ 1.4 | -1.2 | 37.3 | 0.5 | 2.1 | -6.6 | -9.5 | / | 1.9 | -0.4
45. Cc1cc(C)c(S(=O)(=O)N(CC(=O)O)CC(=O)O)c(C)c1
→ -0.3 | -1.8 | / | -0.8 | 2.5 | / | -12.9 | / | -2.4 | -1.6
46. CCCCC(CC)C(=O)NCCCN1CCN(CCCNC(=O)C(CC)CCCC)CC1 (stereo unspecified)
→ -1.3 | -1.0 | -26.4 | -0.4 | / | 6.5 | -13.6 | / | 2.4 | 1.4
47. COc1ccc(C(=O)CC(CC(=O)c2ccc(OC)cc2)C(=O)O)cc1
→ -0.8 | 0.6 | 9.4 | 0.7 | 3.2 | -4.9 | 0.9 | -1.7 | -6.0 | -1.9
48. COc1ccc(/C=C(/CC(=O)Nc2ccccc2)c2nc3ccccc3s2)cc1
→ -2.1 | -2.6 | -13.2 | -2.7 | 4.6 | 12.3 | 11.6 | 13.9 | 6.2 | -0.9
49. Cc1ccc(CNC(=O)CCC(=O)N2CC(C)Sc3ccccc32)cc1 (stereo unspecified)
→ 6.4 | -0.2 | 17.0 | -5.8 | 3.3 | 4.2 | -9.5 | -0.2 | 3.1 | 3.0
50. O=C(O)c1ccc(N/N=C/c2ccc(C(F)(F)F)cc2)cc1
→ 6.2 | -1.9 | / | 5.4 | 1.5 | 24.1 | -2.3 | -0.4 | 11.7 | 1.5
51. COC(=O)c1ccc(NC(=O)COC(=O)c2cccc3c(=O)c(C)c(-c4ccccc4)oc23)cc1
→ -0.6 | -3.6 | 0.0 | 0.0 | 4.7 | -0.5 | -16.3 | -2.1 | 15.0 | -1.1
52. CCN(Cc1nc2cc(Cl)ccc2c(=O)[nH]1)C(=O)c1ccc(C)c(NC(=O)c2ccco2)c1
→ 1.1 | 0.6 | -11.3 | 3.3 | 3.9 | -1.5 | -1.0 | -6.3 | 6.6 | -0.9
53. CC(C)C(=O)Nc1c(-c2ccc(Cl)cc2)c(=O)c2ccccc2n1C
→ -0.8 | -0.3 | -31.3 | -1.6 | 1.8 | 3.2 | -7.1 | -0.1 | -4.7 | -0.8

Bioassay records (PubChem)
